Screens from PubChem BioAssay.
Exocytosis inh – lytic granule exocytosis inhibition; TALL-104 LAMP-1 surface exposure, flow cytometry; cells stimulated with thapsigargin and PMA; inhibition, % at 10 µM; hit rate 0.66% among 360,000; AID 651702;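 active = inhibition above about 55%, limit read from the data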
Vif imaging – blocks HIV Vif function; hit rate 0.35% among 340,000; inhibition, % at 7.49 µM; AID 602346; HEK293T cells, Vif self-association by quenched fluorescence, imaging, 24 h; in the data active = inhibition above about 50%, passing the limit was not always enough; also: some results filed as inactive read as strong as hits
hiPSC survival – enhancers of human iPSC single-cell survival. hiPSC single-cell survival, ATPlite luminescence; 100% = ROCK inhibitor wells, 0% = DMSO. survival enhancement, % at 20 µM. AID 602274. hit rate 0.044% among 360,000; in the data active = survival enhancement above about 18%;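 also: cells exposed to compounds for 16 hours before the ATP read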
CaV13 ICDI inh – Primary screen for inhibitors of IQ motif and Ca2+-dependent inactivation inhibitor domain binding in CACNA1D, Förster resonance energy transfer in living cells, … | inhibition, % at 12.3 µM | hit rate 0.098% among 340,000 | HEK cells, CFP/YFP FRET ICDI-IQ, plate reader, 10 min; percent FRET-ratio fall versus neutral wells | AID 743397;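 active = mean replicate inhibition of at least 30% and at least 1% of replicates passing that level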;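 also: 0% = median of the neutral control wells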
ABCB6 inh MLPCN – blocks the human ABCB6 transporter. K562-ABCB6 porphyrin accumulation, flow cytometry, 1 h; active compounds read low. hit rate 0.19% among 360,000. fluorescence ratio to DMSO, % at 10 µM. AID 602162;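 active = fluorescence ratio to DMSO below 75%, the collection mean minus 3 SD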;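 also: signal is porphyrin accumulated inside mitochondria; 100% equals median channel fluorescence of DMSO control wells; lower ratio means ABCB6 inhibition with less porphyrin fluorescence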
aDG glyco act – increases alpha dystroglycan glycosylation. AID 624168. activation, % at 10 µM. Pro5-aDG cells, alpha-DG glycosylation AlphaScreen (IIH6); 0% Pro5, 100% B10-LARGE cell signal. hit rate 0.22% among 360,000;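 active = activation of at least 8% versus controls, or a plate z-score of at least 8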;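 also: Pro5 are CHO cells carrying HIG-tagged alpha-DG that lacks glycosylation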
Cardio protect – protects H9c2 cardiomyocytes from peroxide injury; protection from H2O2 cell death, % at 20 µM; hit rate 0.63% among 360,000; AID 588492; H2O2 injury protection, ATPLite, 2 h;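 active = compounds giving at least 50% protection of heart cells from peroxide-induced death in the single-dose screen, raw or plate-pattern-corrected value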;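 also: 0% = DMSO wells with peroxide and 100% = DMSO wells without peroxide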
N-glyco inh – blocks N-linked glycosylation in D54 reporter cells; AID 588692; D54 ERlucT glycosylation luciferase reporter, 24 h; percent of 100 nM tunicamycin response; hit rate 0.23% among 360,000; reporter increase, % at 12.5 µM;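 active = mean luciferase reporter signal, scaled so untreated is 0 and the glycosylation-blocking control 100, at or above a set limit in every replicate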;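 also: luciferase carries N-glycosylation sites so blocking glycosylation raises the light; 0% = median of neutral control wells and 100% = median of 100 nM tunicamycin wells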
HTR2A ag – agonists of mouse serotonin 5-HT2A receptor (HTR2A); P35363; activation, % at 7.6 µM; CHO-K1 mHTR2A beta-arrestin complementation, luminescence; percent of 30 µM serotonin response; hit rate 0.66% among 360,000;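 active = activation above a run cutoff, the mean activation of all tested compounds plus 3 SD, cut at about 14% in these data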;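 also: 0% = plate median of compound wells and 100% = 30 µM serotonin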
Target sequence (P35363 whole entry, looked up): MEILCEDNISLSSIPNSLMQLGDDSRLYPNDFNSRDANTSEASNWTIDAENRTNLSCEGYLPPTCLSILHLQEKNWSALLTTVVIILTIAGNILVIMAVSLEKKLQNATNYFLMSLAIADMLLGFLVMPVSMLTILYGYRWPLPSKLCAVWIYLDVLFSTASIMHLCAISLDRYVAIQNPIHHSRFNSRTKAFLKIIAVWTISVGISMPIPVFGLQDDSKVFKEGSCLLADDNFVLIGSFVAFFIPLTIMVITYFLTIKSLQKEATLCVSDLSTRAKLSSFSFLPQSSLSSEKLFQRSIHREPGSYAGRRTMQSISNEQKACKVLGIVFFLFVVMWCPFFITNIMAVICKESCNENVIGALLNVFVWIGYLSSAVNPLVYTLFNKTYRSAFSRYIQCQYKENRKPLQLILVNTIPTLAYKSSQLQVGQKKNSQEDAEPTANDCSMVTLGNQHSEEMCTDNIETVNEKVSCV
PDI turbidity – blocks human protein disulfide isomerase activity | P07237 | AID 588391 | PDI insulin aggregation turbidity, A650, 90 min | hit rate 0.052% among 350,000 | inhibition, % at 10 µM;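 active = mean inhibition across replicates of 30% or more, whatever share of single replicates reach that level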;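 also: absorbance from insulin aggregation driven by PDI reduction with DTT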
Target sequence (P07237 whole entry, looked up): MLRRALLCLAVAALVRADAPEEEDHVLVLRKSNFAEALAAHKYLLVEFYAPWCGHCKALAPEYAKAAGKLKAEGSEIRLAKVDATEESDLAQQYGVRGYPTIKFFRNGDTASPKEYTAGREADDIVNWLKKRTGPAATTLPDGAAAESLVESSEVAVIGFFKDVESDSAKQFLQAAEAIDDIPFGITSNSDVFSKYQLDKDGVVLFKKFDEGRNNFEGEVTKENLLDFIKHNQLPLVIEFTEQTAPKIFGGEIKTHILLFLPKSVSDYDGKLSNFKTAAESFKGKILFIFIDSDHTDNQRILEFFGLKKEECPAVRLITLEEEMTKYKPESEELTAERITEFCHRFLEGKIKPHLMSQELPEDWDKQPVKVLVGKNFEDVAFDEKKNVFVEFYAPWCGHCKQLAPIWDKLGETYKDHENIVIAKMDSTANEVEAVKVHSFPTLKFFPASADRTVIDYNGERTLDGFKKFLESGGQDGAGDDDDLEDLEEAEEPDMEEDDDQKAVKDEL
* marks the source's active call; other numbers are inactive results; · = no result given; & = joins results of further samples. Rows were taken by chance (roughly 3.1% active in at least one column).

canonical_smiles	Exocytosis inh	Vif imaging	hiPSC survival	CaV13 ICDI inh	ABCB6 inh MLPCN	aDG glyco act	Cardio protect	N-glyco inh	HTR2A ag	PDI turbidity
CN1CCN(CCNC(=O)c2ccc(CS(=O)c3ccc(Br)cc3)o2)CC1 (stereo not given)	8	0	-1.3	-7	102	-0.1	9	-1	1	4
O=C(CCNC(=O)c1ccc(Br)cc1)NCC1CCCO1 (stereo not given)	-4	14	-0.4	-5	98	-0.3	-1	0	6	-8
COCCNc1ncnc2c1nc1n2CCCC1	0	-7	0.2	-4	96	0.0	15	2	8	6
CCOC(=O)C(NC(C)=O)C(=O)O (stereo not given)	-4	-10	0.4	-5	100	0.0	-4	-1	5	-2
O=C(CNC(=O)c1cccs1)NCC(=O)OCc1ccc(Cl)cc1Cl	-4	0	-0.5	-6	104	-0.2	2	1	2	1
CCc1nn(CC(=O)NCCN2CCOCC2)c(=O)c2cc3c(OC)cccc3n12	11	-6	0.1	-7	110	-0.1	6	4	1	5
CCOc1ccc(NC(=O)CN(C)C(=O)CSCc2ccc(C)cc2)cc1OCC	3	0	-0.1	-5	96	1.3	4	2	0	9
COc1ccc(F)cc1C(=O)C1CCCN(C(=O)C2=C(C)OCCO2)C1 (stereo not given)	0	2	-3.1	-19	158	0.4	-1	0	1	2
COc1ccc(CNC(=O)c2cc(=O)c3ccc(C)c(C)c3o2)cc1	0	-8	-0.8	-2	99	-0.1	-7	-1	-4	-1
CC1(C)CC(=O)C2=C(C1)OC1=C(C(=O)CC(C)(C)C1)C2c1ccccc1	-2	5	0.2	·	91	0.1	-3	-1	-2	-15
CCOC(=O)c1ccc(NC(=O)c2nc[nH]c2C(=O)NC)cc1	-6	1	-0.4	-10	89	-0.2	33	4	1	-1
O=C(Cc1coc2cc3c(cc12)CCC3)OCC(=O)N1CCCC1=O	-6	-4	1.9	4	101	-0.3	-10	4	2	0
Cc1cc(Nc2ccc(O)cc2)n2c(nc3ccccc32)c1C#N	-2	15	0.2	7	94	-0.1	-1	-2	-3	-7
Cc1ccc2nc(N(CCN(C)C)C(=O)C3=COCCO3)sc2c1	0	8	-0.2	-3	98	0.2	9	2	-10	5
CCN(CC(=O)Nc1c(F)cccc1F)C(=O)C1CC1C (stereo not given)	5	3	-0.5	-6	100	0.2	1	2	1	1
COc1ccc(CCN(C)c2ccc(S(=O)(=O)N3CCCC3)cn2)cc1OC	-1	-2	-0.7	-5	95	-0.2	-13	-1	-2	-2
CCNC(=O)C(=O)NCC(c1ccc2c(c1)OCO2)N1CCOCC1 (stereo not given)	1	8	-0.4	-7	105	0.2	8	1	-1	-2
CN(CCc1ccccc1)C(=O)c1cccc(NC(=O)Cc2cccc(NC(=O)C3CCCN(C(=O)C4CC4)C3)c2)c1 (stereo not given)	0	4	-2.1	-2	98	-0.3	2	-1	-5	-9
CC(=O)c1ccc(NC(=O)Cn2nc(C)cc2C)cc1	-2	6	2.5	-5	93	-0.2	2	-1	-1	-4
CCOc1ccccc1NC(=O)CCNC(=O)Cn1ccc2ccccc2c1=O	10	7	-0.6	-5	98	0.0	1	4	0	-3
Cc1cccc2cc(CN(CC3CCCO3)C(=O)c3ccco3)c(=O)[nH]c12 (stereo not given)	0	-2	-0.2	-2	96	-0.2	8	0	1	-2
Cc1cc(Cl)ccc1OCC(=O)N1CCCCC1	0	1	-0.8	·	95	-0.2	-7	0	-2	6
COC(=O)CN1C(c2ccccc2O)Nc2ccc(Br)cc2C1c1ccccc1 (stereo not given)	-1	·	-2.4	-8	96	-0.1	18	2	1	-1
COC(=O)c1c(NC(=O)c2ccco2)sc(C(=O)N(C)C)c1C	1	4	2.0	-6	102	0.5	6	-1	5	-2
Cc1cc(F)ccc1S(=O)(=O)Nc1ccc(C(=O)N2CCCCCC2)cc1	-1	-3	0.6	-7	96	-0.1	-1	1	3	-1
CCN(CC)S(=O)(=O)c1ccc(/C=C/C(=O)NC2CCCCC2)cc1	-4	4	-0.3	-3	98	0.1	-1	-3	-2	16
CN(C)S(=O)(=O)c1ccc(/C(O)=C2/C(=O)C(=O)N(Cc3cccnc3)C2c2cccs2)cc1 (stereo not given)	-3	-9	-1.3	-4	97	-0.3	-4	2	-4	0
CN(C)CC(C)(C)CN=Cc1c(O)[nH]c2ccccc12	-1	-12	0.7	-4	97	0.0	6	-1	1	3
CC(=O)OCC1=C(C(=O)O)N2C(=O)C(NC(=O)C(C)Cn3nc(C)c(Cl)c3C)C2SC1 (stereo not given)	1	0	-0.2	3	106	-0.4	2	5	3	4
CCN(CC)S(=O)(=O)c1ccc(N2CCCC2)c(NC(=O)c2ccncc2)c1	2	4	-0.1	-6	102	-0.1	-7	1	0	0

Brought forward from above: four compounds, followed by the next part.
canonical_smiles	Exocytosis inh	Vif imaging	hiPSC survival	CaV13 ICDI inh	ABCB6 inh MLPCN	aDG glyco act	Cardio protect	N-glyco inh	HTR2A ag	PDI turbidity
CN(C)S(=O)(=O)c1ccc(/C(O)=C2/C(=O)C(=O)N(Cc3cccnc3)C2c2cccs2)cc1 (stereo not given)	-3	-9	-1.3	-4	97	-0.3	-4	2	-4	0
CN(C)CC(C)(C)CN=Cc1c(O)[nH]c2ccccc12	-1	-12	0.7	-4	97	0.0	6	-1	1	3
CC(=O)OCC1=C(C(=O)O)N2C(=O)C(NC(=O)C(C)Cn3nc(C)c(Cl)c3C)C2SC1 (stereo not given)	1	0	-0.2	3	106	-0.4	2	5	3	4
CCN(CC)S(=O)(=O)c1ccc(N2CCCC2)c(NC(=O)c2ccncc2)c1	2	4	-0.1	-6	102	-0.1	-7	1	0	0
CCc1ccc(-c2cc3c(=O)n(CC(=O)NCCCN4CCN(Cc5ccccc5)CC4)nc(C)n3n2)cc1	58*	-3	-0.4	-3	84	6.3	-18	0	-6	-3
CCCCCCCCN1C(=O)[C@H](CC(=O)NCCc2ccccc2OC)C[C@@]2(C(=O)OCC)CCCC=C12	7	·	-1.6	-6	102	-0.1	·	·	-5	·
O=C1NC[C@@H](Cc2cccc3ccccc23)N(CCCCC2CCCCC2)C1=O	4	8	0.7	-6	99	0.1	-12	5	3	2
O=C(O)CC1CCC1CC(=O)O (stereo not given)	-5	-20	-1.4	-7	97	-0.1	0	2	8	-8
CC(C)(C)c1ccc(NC(=O)CSc2n[nH]c(=O)n2C2CC2)cc1	7	-10	0.0	-6	89	0.3	4	10	-10	12
CCCCN(C(=O)CC1OC(=O)c2ccccc21)c1c(N)n(CCCC)c(=O)[nH]c1=O (stereo not given)	3	-4	-0.2	-5	104	0.1	-4	0	0	8
COc1cccc(C2C(C(=O)c3ccco3)=C(O)C(=O)N2CCN(C)C)c1OC (stereo not given)	13	8	1.4	-18	99	-0.3	1	2	3	0
Cc1cc(-c2ccc(C(C)C)c(S(=O)(=O)NCCN3CCC(C)CC3)c2)on1	4	22	0.1	-2	99	0.2	-2	-1	-6	-11
Cc1cc(C)nc(NS(=O)(=O)c2ccc(NC(=O)CN3C(=O)S/C(=C\c4ccccc4)C3=O)cc2)n1	2	13	3.1	-2	97	-0.1	-9	1	-1	4
c1ccc2ccccc2c1	2	-4	-1.1	·	104	0.0	0	1	-1	·
COc1ccc(N2CCN(C(=O)C(Cc3ccccc3)NC(=O)c3ccccc3)CC2)cc1 (stereo not given)	-4	-4	0.0	-7	96	-0.1	10	-2	1	11
COc1cc2c(cc1OC)C(c1ccc(Br)cc1)CC(=O)N2 (stereo not given)	5	17	-0.5	-18	94	-0.1	-12	-4	-7	-2
O=C(/C=C/c1ccccc1Cl)NCCc1ccccc1	-1	-13	7.3	-6	100	0.0	-10	-2	-10	4
COC(=O)C1=C(C)NC(C)=C(C(=O)OC)C1C(=O)OCC(=O)N1c2ccccc2CC1C (stereo not given)	-1&0	-3&-7	4.2&0.6	-6&-5	96&97	-0.2&-0.1	2&-4	0&3	-3&-1	-3&9
COC(=O)c1ccccc1NC(=O)Oc1ccc(F)cc1	-3	-7	-3.1	-8	104	0.2	2	4	0	-2
COc1ccc(-c2cc(NC=O)c3ncc(-c4ccc(OC)c(OC)c4)n3c2)c(OC)c1	31	·	-3.2	-3	102	-0.5	34	14	5	-1
COc1ccc(-c2cc(=Nc3c(C)n(C)n(-c4ccccc4)c3=O)c3ccccc3o2)cc1	-2	-4	1.9	-17	100	-0.3	15	-2	-3	3
Cc1ccc(CSc2n[nH]c(N)n2)cc1	-10	20	-0.4	-19	104	-0.1	-4	0	1	-3
O=C(Nc1ccc(Cl)cc1)c1ccc(-c2ccccn2)s1	-6	·	-0.4	-20	98	0.1	-3	-2	-2	5
CCCOc1cc(C)c(S(=O)(=O)NC2CC(C)(C)NC(C)(C)C2)cc1C	-4	3	-3.4	-5	100	0.1	10	-3	-3	1
CC(=O)c1cn(CC(=O)Nc2ccccc2C)c2ccccc12	-2	-15	-1.9	-7	102	1.5	-19	0	8	4
Cc1ccsc1S(=O)(=O)N1CCCC(CCC(=O)NCc2ccccc2F)C1 (stereo not given)	-1	·	4.1	-19	96	-0.1	-5	-6	-3	1
CCOc1ccccc1NC(=O)NCCc1c[nH]c2ccccc12	8	-5	-0.7	-20	95	0.1	-7	-1	-2	-7
Cc1ccc(-c2cc3cccc[n+]3cc2-c2ccc(C)cc2)cc1	-2	-24	-2.5	-5	79	0.4	-6	6	-3	-3
Cc1cc(C)c[n+](-c2nc3ccccc3nc2[N-]S(=O)(=O)c2cccs2)c1	-1	3	-0.3	-5	106	0.0	-3	-1	2	-1
CN1C(=O)c2cccc3c(Br)ccc(c23)C1=O	32	4	1.3	-5	95	0.1	5	4	8	-5
CCS(=O)(=O)NCCc1cc2c(OC)ccc(OC)c2[nH]c1=O	-1	-8	-0.1	1	97	-0.3	8	5	0	-10
O=C(Nc1nnc(-c2cccs2)o1)c1cc(-c2ccccc2)nc2ccccc12	1	1	-0.1	-6	94	-0.3	25	-3	12	-7
CC(C)(C)c1ccc(C(=O)NCc2ccc(Cl)cc2)cc1	-3	-1	-2.7	-5	100	-0.1	-3	0	-2	-6

Ordered by molecular weight (descending): some entries from above
canonical_smiles	Exocytosis inh	Vif imaging	hiPSC survival	CaV13 ICDI inh	ABCB6 inh MLPCN	aDG glyco act	Cardio protect	N-glyco inh	HTR2A ag	PDI turbidity
COC(=O)C1=C(C)NC(C)=C(C(=O)OC)C1C(=O)OCC(=O)N1c2ccccc2CC1C (stereo not given)	-1&0	-3&-7	4.2&0.6	-6&-5	96&97	-0.2&-0.1	2&-4	0&3	-3&-1	-3&9
Cc1ccsc1S(=O)(=O)N1CCCC(CCC(=O)NCc2ccccc2F)C1 (stereo not given)	-1	·	4.1	-19	96	-0.1	-5	-6	-3	1
CC(=O)c1cn(CC(=O)Nc2ccccc2C)c2ccccc12	-2	-15	-1.9	-7	102	1.5	-19	0	8	4
